PI5P4K alpha inh – blocks human PI5P4K alpha kinase activity; 330,000 compounds, 1.2% hits; AID 652105; PI5P4Kalpha enzyme, ADP-Glo luminescence, 60 min; stronger effect = lower value; max response, %; P48426; active means max response of -50% or lower; inconclusive means between -30% and -50%; inactive means -30% or higher; further: value at the top dose of about 77 µM; on the % scale 0 is the no-effect control and ±100 the full control effect
Target sequence (P48426 whole entry, looked up): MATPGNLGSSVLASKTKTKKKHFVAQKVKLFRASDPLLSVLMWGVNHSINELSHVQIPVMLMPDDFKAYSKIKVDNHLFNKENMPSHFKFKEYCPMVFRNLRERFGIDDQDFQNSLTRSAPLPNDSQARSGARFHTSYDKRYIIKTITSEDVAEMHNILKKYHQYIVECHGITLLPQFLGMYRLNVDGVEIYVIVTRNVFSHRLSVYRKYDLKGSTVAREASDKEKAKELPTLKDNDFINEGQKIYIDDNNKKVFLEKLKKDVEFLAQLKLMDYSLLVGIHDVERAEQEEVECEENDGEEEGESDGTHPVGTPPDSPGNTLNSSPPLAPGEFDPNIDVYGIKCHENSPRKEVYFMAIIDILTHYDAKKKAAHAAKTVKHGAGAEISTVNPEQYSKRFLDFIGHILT
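Single end-point luminescence (ADP-Glo) quantified ADP from PI5P4Kalpha turnover; ATP 5 microM final, 1 h at RT, 0.1% CHAPS and 0.28 mM EGTA in HEPES pH 7.4.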
EPAC1 ag – EPAC1 (human) agonism; EPAC1 agonist qHTS, biochemical assay; response scale: 100% = response to 6.5 mM cAMP; Potency, µM (highest dose often 154 µM), inactives show at the highest dose activation, usual class: activators; 360,000 compounds, 0.073% hits; AID 720707; further: potency means the concentration at half of the fitted maximal effect; nearly all actives have a fitted effect of over 60% in size
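Nucleotide exchange assay: 100 nM EPAC1 with 250 nM Rap1B loaded with BODIPY-GDP and 50 uM GDP, room temperature. Fluorescence (480/540 nm) read every 5 min for 30 min; signal change normalized to 6.5 mM cAMP as full agonist.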
WRN helicase inh – blocks human WRN helicase; Q14191; WRN helicase unwinding, fluorescent forked duplex, kinetic; Potency, µM (titrated, usually from 114 µM), for inactives: at the top dose activity change, negative = inhibition, most hits filed as inhibitors; 360,000 compounds, 0.46% hits; AID 651768; further: potency means the concentration at half of the fitted maximal effect; on the % scale 0 is the no-effect control and ±100 the full control effect; nearly all actives have a fitted effect of over 55% in size
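Screening of the MLSMR collection measured strand separation of a quenched forked DNA duplex (100 nM) by 20 nM WRN with 2 mM ATP, all final. Compounds were preincubated with enzyme 15 min at room temperature.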
FUS suppressor – FUS proteinopathy suppression in yeast; S. cerevisiae FUS-expressing, growth rescue, OD600, 24 h; Potency, µM (series often up to 76.6 µM), for inactives: at the highest dose growth rescue (activation), hits mostly activators; 390,000 compounds, 0.24% hits;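 further: potency means the concentration at half of the fitted maximal effect; plate controls were DMSO vehicle for no effect and reference control for full effect; nearly all actives have a fitted effect of over 55% in size; some results filed as inactive show a strong effect at the top dose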
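Yeast expressing FUS under galactose induction, OD 0.005 in 2% galactose medium; compounds in a dilution series, 24 h at 30C. Growth rescue by absorbance at 600 nm; CP55940 positive control, DMSO negative.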
IL-2 act – activators of IL-2. IL-2 activation reporter assay, cell-based qHTS; stimulated with anti-CD3/CD4/CD28 beads; in transgenic mouse T cells. activation, % (series mostly up to about 46 µM). 360,000 compounds, 0.065% hits. AID 652025; in the data active means activation above about 50%; inconclusive means mostly about 30% to 49%; further: 0% is about no effect
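First, unstimulated transgenic mouse T cells were exposed to compound for 60 min. Next, anti-CD3/anti-CD4-coated beads with anti-CD28 were added. Finally, after 18 h at 37 degrees C, EGFP and DsRed were imaged.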
Abeta yeast res – restores growth of yeast expressing A-beta42 peptide; 410,000 compounds, 0.063% hits; yeast expressing A-beta42, growth rescue, OD600, 48 h; response scale: 0% DMSO, 100% iron-clioquinol control; AID 1347071; Potency, µM (titrated, usually from 46.1 µM), without a hit: top-dose growth rescue, hits mostly activators; further: potency means the concentration at half of the fitted maximal effect; nearly all actives have a fitted effect of over 55% in size
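Yeast growth medium received pinned compounds, then yeast cells expressing toxic A-beta were added; plates incubated at 30 C for 48 hr. Growth read as absorbance at 600 nm, normalized to DMSO and equimolar FeCl3 plus clioquinol controls.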
PLK1 PBD block – inhibitors of human PLK1 polo-box domain binding; Plk1 PBD binding of FITC phosphopeptide, fluorescence polarization; Potency, µM, without a hit: max response, negative = inhibition, hits mostly inhibitors; P53350; 360,000 compounds, 2.8% hits; AID 720504; further: potency means the concentration at half of the fitted maximal effect; series mostly up to about 57 µM; on the % scale 0 is the no-effect control and ±100 the full control effect; nearly all actives have a fitted effect of over 65% in size
Target sequence (P53350 whole entry, looked up, the tested form may be a part): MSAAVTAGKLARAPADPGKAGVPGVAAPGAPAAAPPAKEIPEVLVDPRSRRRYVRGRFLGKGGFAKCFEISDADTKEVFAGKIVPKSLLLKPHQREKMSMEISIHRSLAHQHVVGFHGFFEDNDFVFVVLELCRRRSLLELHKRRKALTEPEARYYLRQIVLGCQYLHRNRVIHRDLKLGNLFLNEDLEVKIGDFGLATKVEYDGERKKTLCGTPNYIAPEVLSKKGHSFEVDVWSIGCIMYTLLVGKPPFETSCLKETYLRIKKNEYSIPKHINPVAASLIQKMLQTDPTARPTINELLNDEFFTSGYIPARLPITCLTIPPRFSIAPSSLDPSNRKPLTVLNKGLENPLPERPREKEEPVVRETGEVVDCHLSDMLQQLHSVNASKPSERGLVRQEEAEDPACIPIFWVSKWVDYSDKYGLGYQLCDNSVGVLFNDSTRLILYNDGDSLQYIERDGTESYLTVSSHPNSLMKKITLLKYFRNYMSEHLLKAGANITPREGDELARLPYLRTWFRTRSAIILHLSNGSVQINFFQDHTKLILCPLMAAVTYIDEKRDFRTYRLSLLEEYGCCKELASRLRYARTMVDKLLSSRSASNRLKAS
EPAC1 antag – EPAC1 (human) antagonism; EPAC1 GEF assay, Rap1b-BODIPY-GDP exchange fluorescence; O95398; Potency, µM (series often up to 115 µM), without a hit: at the highest dose activity change, negative = inhibition, most hits filed as inhibitors; 360,000 compounds, 0.14% hits;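 further: potency means the concentration at half of the fitted maximal effect; plate controls were vehicle for no effect and positive control for full effect; nearly all actives have a fitted effect of over 50% in size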
Active calls of the source: *; ? = inconclusive; · = no result given; [ ] = remark or other dose. Unless noted, the call rests on the fitted dose curve; in most records, active means well fitted curve in the direction sought with a large enough effect; inconclusive means small, poorly fitted or top-dose-only effect, or another doubt; inactive means no such curve, though single readings can be large; an effect the other way counts as inactive or inconclusive. Compounds were not picked by outcome, and some 4.1% of all compounds hit somewhere here.

SMILES	PI5P4K alpha inh	EPAC1 ag	WRN helicase inh	FUS suppressor	IL-2 act	Abeta yeast res	PLK1 PBD block	EPAC1 antag
Cc1ccc(NC(=O)C2CCCN(S(=O)(=O)c3ccc4[nH]c(=O)ccc4c3)C2)c(C)c1 (stereo not drawn)	0	-5%	4%	-8%	-4.3	4%	3%	-5%
CCOC(=O)c1ccc(NC(=O)C2CCN(S(=O)(=O)c3c(C)nn(C)c3C)CC2)cc1	-5	-6%	7%	?	-3.7	1%	2%	10%
NS(=O)(=O)c1ccc(-c2ccc(/C=C3\C(=O)Nc4cc(Cl)ccc43)o2)cc1	?	5%	-18%	21%	-1.2	2%	-1%	3%
Cn1ccnc1SCC(=O)c1ccc(Br)cc1	·	-11%	1%	10%	-1.4	-3%	-26%	14%
CSc1nnc2c(n1)[nH]c1c(C)cccc12	·	-6%	-25%	2%	-0.5	-5%	-9%	-1%
COc1ccc(NC(=O)CSc2nnnn2C)c([N+](=O)[O-])c1	1	-2%	4%[57.1 µM]	-5%	-0.7	-19%	-3%	-2%
COc1ccc(C(=O)NC(=S)Nc2ccc(CN3CCOCC3)cc2)cc1Cl	6	13%	0%	-3%	-0.4	-15%	-7%	?
CS(=O)(=O)N1CC(C(=O)O)Oc2ccc(CC(=O)O)cc21 (stereo not drawn)	-2	6%	4%	19%	-0.3	-5%	-16%	14%
CC(=O)NCCNC(=O)C1Cc2c(-c3ccccc3Oc3ccccc3)ccnc2O1 (stereo not drawn)	-2	5%	7%	8%	1.3	1%	-6%	-7%
O=C(NCCc1c[nH]c2ccccc12)c1cccc(Br)c1	2	-5%	-10%	23%	0.6	8%	2%	-16%
CCN(CC)CCc1c(C)[nH]c(C(=O)OCc2ccccc2)c1C	·	3%	-3%	5%	-1.1	11%	0%	-11%
Cc1cc(C(=O)COC(=O)c2ccc[nH]c2=O)c(C)n1-c1ccccc1	-6	-5%	0%	·	0.6	-8%	-6%	-9%
CCOc1ccc(C(=O)OCC(=O)NC2CCCC2)cc1OCC	-8	9%	-10%	12%	-0.7	11%	-2%	1%
O=[N+]([O-])c1cc(CN2CCC(O)CC2)ccc1Cl	-4	-7%	-18%	-4%	0.8	-9%	10%	-3%
CCOc1ccc(CNCc2ccc(C(=O)O)cc2)cc1OC	1	2%	-4%	26%	0.8	-10%	?	5%
CCOC(=O)N1CCN(c2c(N3CC=C(c4ccccc4)CC3)c(=O)c2=O)CC1	5	-12%	5%	5%	-4.9	-14%	-7%	-2%
Cc1nc(N)sc1-c1csc(N(C)c2ccc(O)cc2)n1	·	17%	-2%	35%	-0.6	-1%	-9%	-25%
CC(C)(C)C(=O)NC1CC2CCCC(C1)N2C(=O)Nc1cccc(Cl)c1 (stereo not drawn)	-7	-6%	0%	-14%	0.5	0%	-7%	-7%
CN(C)CCN(C(=O)/C=C/c1cccs1)c1nc2ccc(F)cc2s1	-9	6%	1%	·	0.0	-15%	-8%	17%
Cc1cc(C)cc(-n2ncc3c2CCCC3NC(=O)c2ccccc2)c1 (stereo not drawn)	11	7%	-3%	-3%	-1.6	-10%	-2%	-6%
CCOC(=O)C1=C(COC(=O)/C=C/c2ccc([N+](=O)[O-])cc2)NC(=O)NC1C (stereo not drawn)	?	-3%	-7%	-10%	1.1	-11%	-15%	-25%
Cc1cnc(C(=O)OCC(=O)Nc2ccccc2-c2ccccc2)cn1	0	-7%	-3%	-5%	0.7	10%	-3%	-3%
Cc1ccc[n+](CC(=O)c2ccc(NC(=O)c3ccccc3)cc2)c1C	0	3%	-11%	5%	-0.2	-11%	-18%	1%
CCCCSc1nc2c(c(=O)[nH]1)CCC2	·	-4%	-1%	-2%	3.2	6%	2%	22%
COc1ccc(C(=O)CN2C(=O)NC(C)(c3ccc(C)cc3)C2=O)cc1OC (stereo not drawn)	1	-4%	0%	7%	3.7	-3%	-2%	-15%
C/C(=N/NC(=O)c1ccncc1)c1ccc2c(c1)OCO2	-3	-3%	10%[57.1 µM]	-2%	4.4	10%	2%	17%
CC1CC1c1ccc(/C=C(\C#N)C(=O)Nc2cc(Cl)ccc2Cl)o1 (stereo not drawn)	25	89µM*	-33%	27%	1.2	0%	3%	77%[activator]
COc1cc(CNCc2ccncc2)cc(Br)c1OCc1ccccc1F	·	1%	-18%	45%	-3.6	-42%[inhibitor]	-6%	2%
Nc1cccc(C#Cc2ccc3c(=O)c4ccccc4oc3c2)c1	-2	-2%	2%	3%	-0.3	-14%	-4%	-25%
Cc1ccc2c(CN3CCN(c4ccccc4)CC3)cc(=O)oc2c1	-6	-4%	-8%	-6%	-0.6	10%	-7%	-4%
COc1ccc(/C=C(\NC(=O)c2ccc(OC)cc2)C(=O)Nc2ccccc2C(=O)O)cc1	-2	-9%	-7%[57.1 µM]	-4%	-3.5	9%	-2%	-5%
Cc1[nH]c(=O)[nH]c(=O)c1S(=O)(=O)N1CCCC1	-5	-4%	-33%[57.1 µM]	-34%	-2.5	12%	-10%	-5%
COc1cc(/C=C/C(=O)OCC(=O)Nc2cc(S(=O)(=O)N3CCOCC3)ccc2Cl)cc(OC)c1OC	6	-5%	0%	?	-0.5	26%	0%	-15%
CC1=C(C(=O)N2CCCCCC2)CC(CC(=O)NC2CC2)C(=O)N1Cc1ccccc1 (stereo not drawn)	0	6%	-5%	-6%	-0.5	-9%	4%	-4%
C/C=C(\C)CN1CCN(c2ccc(C)cc2)CC1	6	4%	0%	14%	-0.4	-10%	-1%	-8%
CCN(Cc1cc2ccccc2[nH]c1=O)C(=O)C1CCCCC1	-1	5%	-2%	8%	1.0	12%	-30%	5%
Cc1cc(F)ccc1NCc1ccc([N+](=O)[O-])cc1	12	6%	-1%	-5%	0.9	23%	-6%	-25%
Cc1cc(C)cc(NS(=O)(=O)c2coc(C(N)=O)c2)c1	-5	-6%	-4%	-19%	2.3	-2%	-9%	0%
Cc1c(C(=O)Nc2cccc(N(C)S(C)(=O)=O)c2)cccc1[N+](=O)[O-]	1	-3%	2%	13%	0.8	-8%	-9%	-16%
C/C=C1\NC(=O)[C@H](CC(N)=O)N(C)C(=O)C([C@@H](C)O)NC(=O)C(CCCc2ccc(OC)cc2)NC(=O)[C@H](C(C)C)NC(=O)/C(=C\C)NC(=O)[C@H](O)[C@@H](C[C@@H](O)CCCCCCC)NC(=O)[C@H](C)NC(=O)CN(C)C(=O)[C@H](CCC(N)=O)NC1=O (stereo partly drawn)	2	-25%	-5%	?	-0.5	6%	-24%	-5%
Cc1onc(-c2ccccc2)c1C(=O)Nc1sc2c(c1C(N)=O)CCC2	-27	14%	-17%	39%	0.5	9%	-23%	-20%
CC1=NN(/C(=N\c2nnc(C)s2)Nc2ccccc2)[C@H](c2cccc3ccccc23)S1	·	3%	-2%	?	-2.0	-2%	?	?
Cn1c(=NC(=O)COc2ccccc2)sc2cccc(F)c21	-2	6%	7%	14%	0.0	-1%	3%	-21%
Cn1cnc2c1c(=O)n(Cc1cccc(F)c1)c(=O)n2C	0	13%	-7%	-9%	0.3	-10%	-4%	-10%
Cc1ccc2c(c1)C(O)(c1c(C)[nH]c3ccccc13)C(=O)N2 (stereo not drawn)	4	22%	-2%	?	0.3	7%	-8%	-3%
CN1CCN(c2nc3c(c(=O)[nH]c(=O)n3C)n2Cc2ccccc2F)CC1	2	1%	5%	-9%	0.4	-13%	-4%	12%
Cc1ccc(N/C=C/C(=O)c2sc(-c3ccccc3)nc2C)cc1	15	18%	1%	10%	0.4	7%	-4%	-4%
COC(=O)c1ccc(/C=C2\SC(=S)N(CCCC(=O)N3CCOCC3)C2=O)cc1	-1	-2%	-2%	4%	0.6	12%	3%	9%
COc1ccc(CNC(=O)C(C)NCc2ccc(S(N)(=O)=O)cc2)cc1 (stereo not drawn)	0	-2%	5%	-6%	-5.7	9%	4%	-4%
Cc1cc(OCC(=O)N(C(C)C)C(C)C)cc(C)c1Br	4	-4%	5%	5%	-4.8	17%	-14%	-10%

(more compounds)
SMILES	PI5P4K alpha inh	EPAC1 ag	WRN helicase inh	FUS suppressor	IL-2 act	Abeta yeast res	PLK1 PBD block	EPAC1 antag
COc1ccc(OC)c(N(CC(=O)N2CCN(Cc3ccccc3)CC2)S(C)(=O)=O)c1	0	9%	0%	-3%	2.4	-14%	-10%	-4%
Cc1ccccc1C(=O)NC1CCN(Cc2nnnn2C2CCCC2)CC1	0	-4%	-4%	18%	1.4	1%	-9%	-9%
COc1ccc(CN(C(=S)Nc2ccccc2)C2CC(=O)N(c3ccccc3)C2=O)cc1 (stereo not drawn)	-7	-9%	3%	·	-4.4	-6%	-10%	4%
CCCN1C(=O)c2ccccc2NC1c1ccc(O)c(OCC)c1 (stereo not drawn)	4	11%	-2%	-26%	0.0	-10%	-5%	1%
CCOC(=O)C1(C)CCN1C(=O)c1ccccc1C (stereo not drawn)	5	-2%	-8%[57.1 µM]	-1%	1.3	-8%	1%	-10%
COc1ccc2cc(/C=N/NC(=O)c3c(Cl)cnn3C)c(Cl)nc2c1	-7	4%	-12%	·	-0.7	3%	2%	-1%
Cc1nc2scc(C)n2c(=O)c1S(=O)(=O)NC(C)c1ccccc1 (stereo not drawn)	-26	9%	-5%	4%	-0.8	8%	19µM*	2%
CC(C)C(C(=O)Nc1ccc(S(=O)(=O)N2CCOCC2)cc1)N1C(=O)c2ccccc2C1=O (stereo not drawn)	·	8%	-3%	8%	-3.0	3%	3%	13%
COc1cccc(-c2nc(-c3ccccc3)no2)c1	30	2%	10%	6%	-3.6	-17%	0%	6%
O=C(Nc1ccccc1C(F)(F)F)N1CCCCCC1	7	-1%	-11%	11%	-1.6	-3%	-4%	6%

Reformatted with two lines to a compound: entries from further up.
Under each structure – PI5P4K alpha inh, EPAC1 ag, WRN helicase inh, FUS suppressor, IL-2 act, Abeta yeast res, PLK1 PBD block, EPAC1 antag
COc1ccc(OC)c(N(CC(=O)N2CCN(Cc3ccccc3)CC2)S(C)(=O)=O)c1
 : 0, 9%, 0%, -3%, 2.4, -14%, -10%, -4%
Cc1ccccc1C(=O)NC1CCN(Cc2nnnn2C2CCCC2)CC1
 : 0, -4%, -4%, 18%, 1.4, 1%, -9%, -9%
COc1ccc(CN(C(=S)Nc2ccccc2)C2CC(=O)N(c3ccccc3)C2=O)cc1 (stereo not drawn)
 : -7, -9%, 3%, ·, -4.4, -6%, -10%, 4%
CCCN1C(=O)c2ccccc2NC1c1ccc(O)c(OCC)c1 (stereo not drawn)
 : 4, 11%, -2%, -26%, 0.0, -10%, -5%, 1%

High-throughput results (PubChem)
